Tau fluor counter – Counterscreen qHTS for Inhibitors of Tau Fibril Formation, Fluorescence Polarization; tau K18 P301L Alexa594 fluorescence, heparin fibrillization; AID 1463, 2008; Potency, µM (top dose mostly 57.7 µM), inactives show at the highest dose activity change, negative = decrease; 280,000 tested, 0.93% active; note: % is set by controls: 0 for no effect and ±100 for the full control effect; nearly all actives have a fitted effect of over 55% in size
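Human K18 P301L tau (15 uM unlabeled plus 0.24 uM Alexa 594-labeled, final) in 100 mM sodium acetate pH 7 was mixed with compound and 20 uM heparin and incubated 6 hr at 37 C.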
HTT cytoprotect – qHTS Multiplex Assay to Identify Dual Action Probes in a Cell Model of Huntington: Cytoprotection (ATP). PC12 HTT-Q103 induced, cytoprotection, ATP luminescence, 40 h. Potency, µM (doses to about 56.4 µM), without a hit: cytoprotection (ATP increase), actives largely listed as activators. 230,000 tested, 0.14% active. AID 1471, 2008;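 note: % of control where 0% means no effect; nearly all actives have a fitted effect of over 45% in size; toxic huntingtin expression switched on by the ecdysone agonist tebufenozide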
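Compounds were screened for protection of PC12 cells against cell death after tebufenozide induction (100 nM final) of mutant Huntingtin exon 1 (Q103) fused to GFP.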
L3MBTL1 inh – qHTS Assay for the Inhibitors of L3MBTL1; 230,000 tested, 0.66% active; Potency, µM (titrated, usually from 57.1 µM), inactives show at the top dose activity, negative = inhibition, usual class: inhibitors; AlphaScreen L3MBTL1–H3K9me1 peptide binding; note: % is set by controls: 0 for no effect and ±100 for the full control effect; nearly all actives have a fitted effect of over 60% in size
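L3MBTL1 (50 nM) pre-complexed 30 min with biotinylated H3(1-15)K9me1 peptide (75 nM), then compounds added for 30 min at room temperature; AlphaScreen streptavidin donor/nickel chelate acceptor beads (10 ug/mL final) read after 30 min dark incubation.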
TR SRC2 fluor cs – Total Fluorescence Counterscreen for Inhibitors of the Interaction of Thyroid Hormone Receptor and Steroid Receptor Coregulator 2; TRb/SRC2 Texas Red total fluorescence interference; Potency, µM (titrated, usually from 106 µM), without a hit: top-dose fluorescence change, negative = quenching; 280,000 tested, 0.29% active; active = well fitted curve in either direction with a large enough effect; inconclusive = small, poorly fitted or top-dose-only effect; note: % is set by controls: 0 for no effect and ±100 for the full control effect
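Human TRb ligand-binding domain at 0.6 uM with 20 nM Texas Red SRC2 peptide in Tris buffer containing 1 uM T3 and 5% DMSO, incubated with compound 5 h at ambient temperature. Total fluorescence (555/632 nm) calculated as parallel + 2 × perpendicular.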
RECQ1 helicase – qHTS Assay for Inhibitors of RecQ-Like Dna Helicase 1 (RECQ1); AID 2549, 2010; RECQ1 DNA unwinding, red fluorescence kinetic read; Potency, µM (top dose mostly 57.3 µM), inactives show at the highest dose activity, negative = inhibition, actives largely listed as inhibitors; 240,000 tested, 0.54% active;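 note: plate controls were vehicle for no effect and no enzyme for full effect; nearly all actives have a fitted effect of over 30% in size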
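RECQ1T1 50 nM; forked duplex (20 bp + 30-nt ss tails) 200 nM, ATP 2 mM final; pH 8.0, 2 mM MgCl2, 2.5 ug/ml poly(dI-dC); 15 min compound preincubation; discontinuous kinetic read over 2 h at RT.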
TRb SRC2 PPI – qHTS for Inhibitors of the Interaction of Thyroid Hormone Receptor and Steroid Receptor Coregulator 2 | 280,000 tested, 0.065% active | Potency, µM (highest dose often 106 µM), inactives show at the highest dose activity change, negative = inhibition, usual class: inhibitors | TRbeta-SRC2 peptide binding, fluorescence polarization; receptor liganded with 1 µM T3 | AID 1469, 2008;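 note: plate controls were bound peptide for no effect and peptide without receptor for full effect; nearly all actives have a fitted effect of over 50% in size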
Target sequence (P10828 whole entry, looked up): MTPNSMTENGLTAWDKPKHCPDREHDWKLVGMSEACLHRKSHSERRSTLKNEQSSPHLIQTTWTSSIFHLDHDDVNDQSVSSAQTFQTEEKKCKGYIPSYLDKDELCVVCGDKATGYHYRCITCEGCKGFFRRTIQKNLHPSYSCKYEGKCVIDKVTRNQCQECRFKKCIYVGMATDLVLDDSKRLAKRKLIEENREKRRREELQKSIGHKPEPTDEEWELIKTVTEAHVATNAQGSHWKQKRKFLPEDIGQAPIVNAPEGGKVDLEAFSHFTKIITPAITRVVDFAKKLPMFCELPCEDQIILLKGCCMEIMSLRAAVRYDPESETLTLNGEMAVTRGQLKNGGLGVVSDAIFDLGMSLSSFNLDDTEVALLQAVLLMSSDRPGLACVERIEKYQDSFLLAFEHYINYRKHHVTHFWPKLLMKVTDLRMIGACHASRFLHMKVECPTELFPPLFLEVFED
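Assay buffer: 20 mM Tris-HCl, 100 mM NaCl, 10% glycerol, 1 mM EDTA, 0.01% NP-40, 1 mM DTT, 1 uM T3, 5% DMSO; TRb LBD 0.6 uM, Texas Red SRC2 20 nM; FP after 5 hr.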
Tau fibril ThT – qHTS for Inhibitors of Tau Fibril Formation, Thioflavin T Binding; 270,000 tested, 2.1% active; recombinant tau K18 P301L (four-repeat tau fragment), heparin-induced fibrillization, ThT fluorescence; Microtubule-associated protein tau (Homo sapiens), P10636; Potency, µM (series often up to 57.4 µM), without a hit: at the highest dose activity, negative = inhibition, actives largely listed as inhibitors; note: % is set by controls: 0 for no effect and ±100 for the full control effect; nearly all actives have a fitted effect of over 55% in size
Target sequence (P10636 561-689 P618L limits assumed): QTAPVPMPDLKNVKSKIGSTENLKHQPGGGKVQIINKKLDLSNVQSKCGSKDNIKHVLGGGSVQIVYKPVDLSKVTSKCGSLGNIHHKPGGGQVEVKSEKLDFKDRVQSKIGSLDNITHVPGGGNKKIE
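Heparin-induced (20 uM) aggregation of recombinant human K18 P301L tau, 15 uM unlabeled with 0.24 uM labeled, pH 7 acetate buffer, 6 hr at 37 C with compound. Fibrils quantified by 30 uM ThT fluorescence after 1 hr ambient incubation.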
Tau FP inhib – qHTS for Inhibitors of Tau Fibril Formation, Fluorescence Polarization; Microtubule-associated protein tau (Homo sapiens), P10636; K18 P301L tau heparin fibrillization, Alexa594 FP, 6 h; Potency, µM (doses to about 57.7 µM), for inactives: top-dose activity, negative = inhibition, most hits filed as inhibitors; 280,000 tested, 0.39% active; AID 1468, 2008; note: % is set by controls: 0 for no effect and ±100 for the full control effect; nearly all actives have a fitted effect of over 55% in size
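Quantitative HTS format: compounds meet 15 uM recombinant K18 P301L tau and Alexa 594-tau tracer in 100 mM sodium acetate pH 7; 20 uM heparin triggers fibrillization at 37 C over 6 hr; FP gives the signal.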
An asterisk follows results filed as active; [ ] = another dose, or the depositor's remark. Unless noted, calls come from the whole dose curve; as a rule, active = well fitted curve in the direction sought with a large enough effect; inconclusive = small, poorly fitted or top-dose-only effect, or another doubt; inactive = no such curve, though single readings can be large; an effect the other way counts as inactive or inconclusive. Potency is the fitted concentration of half-maximal effect. Only part of the results is shown, so the mix of outcomes need not match the whole.

Screening CCOCCCNC(=O)C1CCCN(S(=O)(=O)CC)C1 (configuration not stated) returned Tau fluor counter 2%, HTT cytoprotect 27%[10 µM], L3MBTL1 inh 3%, TR SRC2 fluor cs 3%, RECQ1 helicase -4%, TRb SRC2 PPI 3%, Tau fibril ThT -1% and Tau FP inhib -2%.
CCCCC(=O)NC(Nc1nc(C2CC2)cs1)(C(=O)OCC)C(F)(F)F (configuration not stated) was read as Tau fluor counter -1%, HTT cytoprotect -9%, L3MBTL1 inh -13%, TR SRC2 fluor cs 0%, RECQ1 helicase 1%, TRb SRC2 PPI 0%, Tau fibril ThT -6% and Tau FP inhib 5%.
For COCCCN1C(=O)c2[nH]nc(-c3ccccc3O)c2C1c1ccc(Cl)cc1 (configuration not stated) the results were Tau fluor counter -28%, HTT cytoprotect 14%[0.074 µM], TR SRC2 fluor cs -8%, RECQ1 helicase -10%, TRb SRC2 PPI 3%, Tau fibril ThT -8% and Tau FP inhib 0%.
CCC(CC)C(=O)Nc1cccc(C(=O)c2ccccc2)c1 was read as Tau fluor counter -5%, HTT cytoprotect 6%, TR SRC2 fluor cs -2%, RECQ1 helicase -14%, TRb SRC2 PPI -11%, Tau fibril ThT -3% and Tau FP inhib 5%.
For Fc1ccc2c(c1)C(c1ccncc1)=NNC(c1ccc(Br)cc1)=N2 the results were Tau fluor counter -6%, HTT cytoprotect 19%[10 µM], L3MBTL1 inh -6%, TR SRC2 fluor cs 0%, RECQ1 helicase -3%, TRb SRC2 PPI -2%, Tau fibril ThT -10% and Tau FP inhib 4%.
For COc1ccccc1NC(=O)c1oc2ccccc2c1NC(=O)c1ccc(S(=O)(=O)N(C)C)cc1 the results were Tau fluor counter inconclusive, TR SRC2 fluor cs 0%, TRb SRC2 PPI -6%, Tau fibril ThT 3% and Tau FP inhib inconclusive.
`CC(=O)NC(Cc1ccccc1)C(=O)N1CCN(C(=O)c2ccco2)CC1` (configuration not stated) gave Tau fluor counter 4%, HTT cytoprotect -5%[10 µM], L3MBTL1 inh -1%, TR SRC2 fluor cs 3%, RECQ1 helicase 26%, TRb SRC2 PPI 5%, Tau fibril ThT -2% and Tau FP inhib 0%.
Screening Cc1oc2ncnc(N3CCCCC3)c2c1C(=O)NCC1CCN(Cc2ccccc2F)CC1 returned Tau fluor counter 1%, TR SRC2 fluor cs -1%, TRb SRC2 PPI -6%, Tau fibril ThT 2% and Tau FP inhib -3%.
Screening COc1ccccc1C(=O)NC(CCSC)C(=O)OCC(=O)NC(=O)NCc1ccco1 (configuration not stated) returned Tau fluor counter 3%, HTT cytoprotect -12%, L3MBTL1 inh -10%, TR SRC2 fluor cs 1%, RECQ1 helicase -24%, TRb SRC2 PPI -16%, Tau fibril ThT -13% and Tau FP inhib -4%.
Cc1cnc(SCCc2ccncc2)nc1C was read as Tau fluor counter -7%, HTT cytoprotect -3%[0.074 µM], L3MBTL1 inh -8%, TR SRC2 fluor cs -2%, RECQ1 helicase 0%, TRb SRC2 PPI -13%, Tau fibril ThT inconclusive and Tau FP inhib -7%.
For COC(=O)Nc1[nH]ncc1[N+](=O)[O-] the results were Tau fluor counter -9%, HTT cytoprotect 7%[10 µM], L3MBTL1 inh 8%, TR SRC2 fluor cs 0%, RECQ1 helicase 3%, TRb SRC2 PPI -5%, Tau fibril ThT -5% and Tau FP inhib 2%.
Screening O=C(c1ccco1)c1cn(CCOc2ccc(Cl)cc2)c2ccccc12 returned Tau fluor counter -30%, TR SRC2 fluor cs -4%, TRb SRC2 PPI 2%, Tau fibril ThT -1% and Tau FP inhib -12%.
For CCOc1cccc(C(=O)Nc2ccccc2OC(F)F)c1 the results were Tau fluor counter -10%, HTT cytoprotect 3%, L3MBTL1 inh -21%[11.4 µM], TR SRC2 fluor cs -1%, RECQ1 helicase inactive, TRb SRC2 PPI -15%, Tau fibril ThT -8% and Tau FP inhib 1%.
`COc1ccccc1/C=C/C1C(C(=O)OCC(C)C)=C(C)N=C2SCCC(=O)N21` (configuration not stated) gave Tau fluor counter -22%, HTT cytoprotect -33%[inhibitor], TR SRC2 fluor cs -2%, RECQ1 helicase -11%, TRb SRC2 PPI -2%, Tau fibril ThT -10% and Tau FP inhib 0%.
Screening COc1ccc2nc3c(cc2c1)c(NC(=O)c1cccs1)nn3CC(C)C returned Tau fluor counter inconclusive, HTT cytoprotect -3%[0.074 µM], L3MBTL1 inh 89%[activator], TR SRC2 fluor cs -1%, RECQ1 helicase -2%, TRb SRC2 PPI 10%, Tau fibril ThT inconclusive and Tau FP inhib -2%.
C=CCNC(=O)CNS(=O)(=O)c1ccc(F)cc1 was read as Tau fluor counter -5%, HTT cytoprotect 16%[1.9 µM], L3MBTL1 inh 28%, TR SRC2 fluor cs 3%, RECQ1 helicase -3%, TRb SRC2 PPI 8%, Tau fibril ThT 1% and Tau FP inhib -3%.
C/C(=N\NC(=O)c1c(Cl)cnn1C)c1cccc(NC(=O)C(C)C)c1 was read as Tau fluor counter 4%, L3MBTL1 inh 13%, TR SRC2 fluor cs -1%, RECQ1 helicase -5%, TRb SRC2 PPI 1%, Tau fibril ThT 3% and Tau FP inhib -7%.
For CCNC(=O)C(Sc1ccccc1)c1ccccc1 (configuration not stated) the results were Tau fluor counter -7%, HTT cytoprotect -21%[10 µM], L3MBTL1 inh -1%, TR SRC2 fluor cs -3%, RECQ1 helicase -3%, TRb SRC2 PPI 9%, Tau fibril ThT -10% and Tau FP inhib -8%.
For COc1cccc(Cc2nc3ccccc3nc2SCC(=O)N2CCc3ccccc32)c1 the results were Tau fluor counter -7%, TR SRC2 fluor cs -2%, TRb SRC2 PPI 3%, Tau fibril ThT 5% and Tau FP inhib 0%.
`Cc1cc(C)c2c(n1)SCC(=O)N2CC(=O)Nc1c(C)cccc1C` gave Tau fluor counter -9%, L3MBTL1 inh 3%, TR SRC2 fluor cs -1%, TRb SRC2 PPI 9%, Tau fibril ThT -8% and Tau FP inhib -1%.
Screening Cc1cccc(NC(=O)CSc2nc(-c3ccccc3)c(C#N)c(=O)[nH]2)c1C returned Tau fluor counter -3%, HTT cytoprotect -19%, L3MBTL1 inh -12%, TR SRC2 fluor cs 3%, RECQ1 helicase 8%, TRb SRC2 PPI 4%, Tau fibril ThT 2% and Tau FP inhib 7%.
`COc1ccc(S(=O)(=O)NCC(c2ccco2)N2CCN(c3ccc(F)cc3)CC2)cc1C` (configuration not stated) gave Tau fluor counter inconclusive, TR SRC2 fluor cs -1%, TRb SRC2 PPI 7%, Tau fibril ThT -7% and Tau FP inhib 1%.
CN(C)c1cccc(/C=C(\C#N)c2ccccc2)c1 was read as Tau fluor counter inconclusive, HTT cytoprotect -54%[inhibitor][10 µM], L3MBTL1 inh -2%, TR SRC2 fluor cs -2%, RECQ1 helicase -10%, TRb SRC2 PPI -3%, Tau fibril ThT inconclusive and Tau FP inhib 12%.
For O=C(Cc1c(Cl)cccc1Cl)NC1=NCCS1 the results were Tau fluor counter -5%, HTT cytoprotect -30%[10 µM], L3MBTL1 inh 50%[activator], TR SRC2 fluor cs -1%, RECQ1 helicase -15%, TRb SRC2 PPI -8%, Tau fibril ThT -4% and Tau FP inhib 6%.
Cc1ccc(NC(=O)C2CCC(CNS(=O)(=O)c3cccs3)CC2)cc1C (configuration not stated) was read as Tau fluor counter -1%, TR SRC2 fluor cs -3%, TRb SRC2 PPI 6%, Tau fibril ThT -2% and Tau FP inhib -2%.
`CC1CCCCN1S(=O)(=O)c1cccc2cccnc12` (configuration not stated) gave Tau fluor counter 0%, HTT cytoprotect 9%, L3MBTL1 inh -4%, TR SRC2 fluor cs -6%, RECQ1 helicase -7%, TRb SRC2 PPI 5%, Tau fibril ThT 3% and Tau FP inhib -1%.
`CN(C)Cc1c(O)ccc2[nH]cnc12` gave Tau fluor counter -9%, HTT cytoprotect 4%, TR SRC2 fluor cs -10%, RECQ1 helicase inactive, TRb SRC2 PPI -4%, Tau fibril ThT -18% and Tau FP inhib -9%.
For CCOc1ccc(-n2c(=O)c3c4c(sc3n(CC(=O)NCC3CCCO3)c2=O)CCC4)cc1 (configuration not stated) the results were Tau fluor counter -13%, HTT cytoprotect -34%[inhibitor], TR SRC2 fluor cs 1%, RECQ1 helicase 0%, TRb SRC2 PPI -10%, Tau fibril ThT -5% and Tau FP inhib -1%.
Screening COC(=O)C1CC(Cl)CN1c1ncc(C(F)(F)F)cc1Cl (configuration not stated) returned Tau fluor counter -2%, HTT cytoprotect 0%, TR SRC2 fluor cs -4%, RECQ1 helicase -3%, TRb SRC2 PPI 1%, Tau fibril ThT 2% and Tau FP inhib 2%.
Screening O=C(c1ccccc1)[C@@H]1O[C@H]1c1ccc(-c2ccccc2)cc1 returned Tau fluor counter -12%, HTT cytoprotect 26%, TR SRC2 fluor cs -1%, RECQ1 helicase -3%, TRb SRC2 PPI -4%, Tau fibril ThT -12% and Tau FP inhib 0%.
CCc1ccc(OCc2cc(=O)n3c4c(sc3n2)CCCC4)cc1 was read as Tau fluor counter -8%, TR SRC2 fluor cs -1%, TRb SRC2 PPI -2%, Tau fibril ThT inconclusive and Tau FP inhib -7%.

Screens deposited in PubChem BioAssay by National Center for Advancing Translational Sciences (NCATS).
